NADH enzymes: inhibitors of PK/LDH coupling enzymes, profiling panel, artefact control, biochemical, MLSMR library; coupled PK/LDH NADH assays, four targets; IC50, µM (highest dose often 10 µM), for inactives: top-dose inhibition; 0.02% of 65,000 active;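 active means single-dose screening hits from any of four coupled enzyme assays that gave an IC50 when retested across doses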;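 further: the DPM-DC format reads NADH fluorescence rather than 340 nm absorbance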
5HT1a ag: human 5-HT1a receptor agonists, primary screen, cell-based, CHO, Ga15 NFAT-bla reporter; 5-hydroxytryptamine receptor 1A (Homo sapiens), P08908; CHO 5-HT1a Ga15 NFAT-bla reporter, FRET ratio; 0% basal, 100% maximal reference agonist; activation, % at 10 µM; 0.56% of 65,000 active;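 active means activation above the screen-wide mean activation plus 3 SD, cut at about 19% in these data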;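 further: 0% = DMSO wells and 100% = 5-CT at EC100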
HTR1E agonist: 5-HT1E receptor agonists, primary screen, cell-based, HTS; CHO 5-HT1E Ga15 NFAT-bla reporter, FRET; 0% DMSO wells, 100% control agonist wells; 0.69% of 65,000 active; activation, % at 6 µM;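 active means activation above a set limit, the screen-wide mean activation plus 3 SD, cut at about 8.5% in these data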;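 further: 100% = positive control agonist at 1 µM giving full maximal response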
Ecoli tolC: growth inhibitors of E. coli tolC mutant, primary screen, strain BW25113 ΔtolC::kan, 384-well | OD615 | growth inhibition, % at 10 µM (by protocol) | 2.2% of 65,000 active | AID 573, 2007;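 active means growth inhibition at or above a cutoff equal to the mean over every tested compound plus 3 SD, cut at about 60% in these data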;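 further: growth measured after 20 h incubation at 37 °C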
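Test system: E. coli BW25113 ΔtolC::kan bacteria; incubation: 37 °C, 20 h exposure; medium: LB broth supplemented with 50 µg/mL kanamycin; read-out basis: percent growth inhibition; signal: A615 absorbance measurement; compound: 10 µM final, single dose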
RORa activator: activators of orphan receptor RORA, primary screen, cell-based, luminescence. CHO-K1 Gal4-RORA LBD luciferase reporter; percent increase over mock-subtracted basal signal. 1.5% of 65,000 active. activation, % at 10 µM. Nuclear receptor ROR-alpha (Homo sapiens), P35398;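 active means activation above the mean of all tested compounds plus 3 SD, cut at about 49% in these data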;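 further: 0% = DMSO-treated RORA cells and 100% = added signal equal to DMSO minus mock-transfected cells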
Target sequence (P35398 whole entry, looked up, the tested form may be a part): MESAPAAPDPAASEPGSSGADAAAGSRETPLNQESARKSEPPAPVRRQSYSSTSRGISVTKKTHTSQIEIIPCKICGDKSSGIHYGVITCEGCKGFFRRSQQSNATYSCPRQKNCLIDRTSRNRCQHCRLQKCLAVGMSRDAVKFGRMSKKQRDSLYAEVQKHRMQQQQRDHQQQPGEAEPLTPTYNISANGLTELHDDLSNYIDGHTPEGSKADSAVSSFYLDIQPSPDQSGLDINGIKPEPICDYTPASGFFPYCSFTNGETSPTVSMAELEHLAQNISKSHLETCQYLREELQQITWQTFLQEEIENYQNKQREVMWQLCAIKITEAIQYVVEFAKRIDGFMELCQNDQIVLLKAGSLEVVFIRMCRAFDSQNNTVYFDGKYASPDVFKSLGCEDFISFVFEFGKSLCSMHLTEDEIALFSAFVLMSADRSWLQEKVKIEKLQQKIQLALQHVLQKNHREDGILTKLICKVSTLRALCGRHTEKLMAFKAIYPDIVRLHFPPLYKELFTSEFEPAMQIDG
MMP13 inh: human MMP13 inhibitors, primary screen, biochemical, FRET peptide cleavage; AID 570, 2006; Collagenase 3 (Homo sapiens), P45452; inhibition, % at 4 µM; 0.07% of 65,000 active; MMP-13 fTHP FRET cleavage, Mca fluorescence;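 active means inhibition above the mean of compound-free control plate wells plus 3 SD, cut at about 14% in these data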;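 further: 0% = DMSO wells and 100% = wells with reference MMP-13 inhibitor after basal subtraction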
5-HT1A blocker: human 5-HT1a receptor antagonists, primary screen, cell-based, CHO, Ga15 NFAT-bla reporter. AID 612, 2007. 0.68% of 62,000 active. inhibition, % at 10 µM. CHO 5-HT1a Ga15 NFAT-bla reporter, antagonist mode. 5-hydroxytryptamine receptor 1A (Homo sapiens), P08908;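 active means inhibition above the mean of all tested compounds plus 3 SD, cut at about 43% in these data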;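 further: receptor stimulated by 5-CT agonist at 100 nM near EC80; beta-lactamase reporter measured by ratiometric fluorescence of a cleavable substrate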
SF1 activator: activators of human SF-1, primary screen, cell-based, CHO-K1, Gal4-SF-1 LBD, luciferase luminescence; CHO-K1 Gal4-SF-1 LBD luciferase reporter; % increase over DMSO SF-1-specific signal; 1.9% of 65,000 active; Steroidogenic factor 1 (Homo sapiens), Q13285; activation, % at 10 µM; AID 522, 2006;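 active means activation above the mean activation of all tested compounds plus 3 SD, cut at about 50% in these data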
Target sequence (Q13285 whole entry, looked up, the tested form may be a part): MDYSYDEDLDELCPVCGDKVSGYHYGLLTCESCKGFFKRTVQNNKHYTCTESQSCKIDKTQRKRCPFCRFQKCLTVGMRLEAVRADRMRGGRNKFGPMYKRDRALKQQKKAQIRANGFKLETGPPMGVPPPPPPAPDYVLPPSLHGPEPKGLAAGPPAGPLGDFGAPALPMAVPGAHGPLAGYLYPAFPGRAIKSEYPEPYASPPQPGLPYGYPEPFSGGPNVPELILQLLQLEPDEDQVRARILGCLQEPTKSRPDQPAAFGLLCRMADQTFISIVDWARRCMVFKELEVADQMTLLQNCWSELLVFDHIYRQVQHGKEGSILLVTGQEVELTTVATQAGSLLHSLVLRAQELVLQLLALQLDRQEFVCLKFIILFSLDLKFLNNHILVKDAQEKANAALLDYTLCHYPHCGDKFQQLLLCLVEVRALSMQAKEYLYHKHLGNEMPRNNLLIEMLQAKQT
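Assay system: CHO-K1 cells co-transfected with Gal4 DBD–human SF-1 LBD, 5xGal4 luciferase reporter / Input: 4,000 cells per well / Incubation: 20 h compound exposure at 37 °C after 1 h cell settling / Detection: SteadyLite luciferase luminescence / Control set: DMSO negative control and −SF1 background wells / Replication: one test per compound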
HTR1E antagonist: 5-HT1E receptor antagonists, primary screen, cell-based, HTS | CHO 5-HT1E Ga15 NFAT-bla reporter, FRET, antagonist | inhibition, % at 6 µM | 0.99% of 65,000 active | 5-hydroxytryptamine receptor 1E (Homo sapiens), P28566;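 active means inhibition above a set limit, the mean inhibition across every tested compound plus 3 SD, cut at about 29% in these data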;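 further: signal is the 460 over 535 nm emission ratio of beta-lactamase substrate; 0% = agonist plus DMSO wells and 100% = wells without agonist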
The depositor's hits bear a star; nt = no result given. An unsorted share of the library; about 7.2% have a hit in one of these screens.

Results follow in this order: HTR1E antagonist, HTR1E agonist, Ecoli tolC, 5-HT1A blocker, SF1 activator, RORa activator, 5HT1a ag, MMP13 inh, NADH enzymes
> CC1CCCC(C)N1CCNC(=O)Cn1nc(-c2ccccc2)ccc1=O (centres undefined)
    -2.5, -0.2, -7.9, -6.6, 11.2, 20.1, -5.0, 4.2, 5.0%
> COC1(OC)N=C(N)C2(C#N)C(c3ccc(C)cc3)C12C#N (centres undefined)
    -9.5, 0.3, -4.3, -5.4, 5.4, -3.2, -1.9, -2.8, 4.0%
> Cc1nnc2n(c1=O)C(CS(=O)(=O)c1ccccc1)CS2 (centres undefined)
    -9.9, 0.4, -11.4, -2.5, -18.3, -17.1, -3.1, -2.7, 4.0%
> O=c1cc(O)c2c(=O)n(-c3ccccc3)c3ccccc3c2o1
    -5.5, -0.5, 43.4, -8.9, 1.1, 16.8, -3.0, 5.6, 9.0%
> CCCCOc1ccccc1C1C(C(N)=O)=C(C)Nc2nnnn21 (centres undefined)
    -120.1, -1.4, -2.2, 6.2, 28.6, -18.3, 1.9, -2.4, 4.0%
> O=C(c1cc(C2CC2)on1)N1CCN(C(c2ccccc2)c2ccccc2)CC1
    -7.2, -0.5, 65.1*, 1.8, -14.4, -7.3, 0.3, 1.7, 2.0%
> Cc1cc(C(=O)CSc2nnc(Nc3ccccc3F)s2)c(C)n1CC1CCCO1 (centres undefined)
    0.5, -0.6, 18.7, -1.9, 2.7, 12.2, -1.4, -6.4, 4.0%
> Cn1c(=O)c2c(nc(NCCCN3CCOCC3)n2Cc2ccc(Cl)c(Cl)c2)n(C)c1=O
    -2.6, -0.1, -4.8, -2.0, -5.0, -3.5, -3.0, -6.8, 1.0%
> CCc1ccc(CCC(=O)Nc2nccs2)o1
    -0.3, -0.4, -12.2, -7.3, -3.4, -5.5, -1.2, -1.2, 3.0%
> O=C(CSc1nc(-c2ccco2)cc(C(F)(F)F)n1)NCCCn1ccnc1
    -5.2, -0.4, -14.6, 10.1, -7.1, -2.5, -0.3, -4.4, 4.0%
> CCOc1ccc(-c2cc(C(=O)O)c3ccccc3n2)c(OCC)c1
    9.0, 0.1, -0.3, 18.5, 10.6, 25.7, -0.3, -5.1, 6.0%
> O=C(O)C(Cc1c[nH]c2ccccc12)NS(=O)(=O)c1cccc2nsnc12 (centres undefined)
    -2.3, -0.1, 10.3, nt, 18.4, 6.8, -3.6, -8.2, 6.0%
> COC1(OC)N=C(N)C2(C#N)C(c3cccc(Oc4ccccc4)c3)C12C#N (centres undefined)
    -1.9, 1.1, 25.3, -1.8, -22.9, -11.2, -3.8, 0.5, 4.0%
> Cc1c(NC(=O)NCc2ccccc2)c(=O)n(-c2ccccc2)n1C
    -3.0, -0.8, -3.7, -6.5, -8.7, 1.4, 0.1, 4.8, 3.0%
> COc1nc(N(C)C)nc(N(OC)S(=O)(=O)c2ccccc2Cl)n1
    -8.7, -0.2, 0.3, -9.9, -0.9, 20.6, 1.6, -1.5, 2.0%
> CN=C1SC(C(=O)O)CC(=O)N1C (centres undefined)
    1.8, -0.3, 6.2, 3.6, 5.6, 7.0, -2.6, 4.1, 8.0%
> CCCc1[nH]n(-c2nc3ccccc3s2)c(=O)c1C=NCCN1CCOCC1
    -12.1, 0.2, 8.9, nt, 46.1, 20.8, 3.4, -7.5, 5.0%
> CCC(Sc1ncccc1C(=O)O)C(=O)N1CCCC1 (centres undefined)
    0.9, 0.0, -14.3, 10.5, 4.9, -0.1, -2.0, -4.2, 4.0%
> C=CCN(CC=C)C(=O)c1ccncc1
    4.6, -0.2, -8.4, 4.1, 6.6, -20.6, -1.1, 4.3, 6.0%
> Cc1nc2sc(C(c3ccccc3)N3CCN(C(=O)c4ccco4)CC3)c(O)n2n1 (centres undefined)
    -0.8, -0.4, -11.8, -0.1, 14.0, -3.9, 1.1, -2.5, 6.0%
> FC(F)(F)C(F)(F)C(F)(F)c1nnc2ccc(N3CCOCC3)nn12
    2.5, 0.0, 10.9, 10.0, -7.8, -1.3, -1.2, 12.5, 3.0%
> CC1CCN(C(=O)Cc2nn(C)c(=O)c3ccccc23)CC1
    6.8, 0.0, -5.3, -7.4, -35.8, -5.6, 0.0, -2.8, 1.0%
> Cc1noc(C)c1S(=O)(=O)N1CCCC(C(=O)Nc2nccs2)C1 (centres undefined)
    6.7, 0.5, -4.9, -3.8, -10.7, -8.7, -1.5, 6.5, 2.0%
> COc1ccc(C)cc1NS(=O)(=O)c1ccc(NS(=O)(=O)c2ccc(NC(C)=O)cc2)cc1
    -6.7, 0.2, 15.9, 2.6, -4.5, -19.1, -1.0, 1.3, 3.0%
> O=C(Nc1cccc(Cl)c1)Nc1nccs1
    4.0, -0.7, 68.8*, 18.4, 31.6, 71.9*, -3.4, -1.3, 2.0%
> CS(=O)(=O)N1CCCC(C(=O)NCCCN2CCc3ccccc3C2)C1 (centres undefined)
    4.3, 0.5, -10.3, -2.6, 25.6, -4.5, -1.3, 7.4, 4.0%
> COc1cc(C2C(C(=O)c3sc(C)nc3C)=C(O)C(=O)N2CCN(C)C)cc(OC)c1OC (centres undefined)
    1.3, -0.2, -0.6, nt, 2.4, -6.9, -3.2, -11.9, 6.0%
> O=C(CCN1C(=O)c2ccccc2C1=O)NC1=NCCS1
    3.4, -0.6, -17.8, 8.0, 3.6, 7.6, 0.4, -0.8, 19.0%
> CCc1nnc(NC(=O)CCC(=O)Nc2ccccc2)s1
    -1.4, 0.7, 4.4, -3.4, 4.5, 5.6, 0.6, 0.8, 1.0%
> Cc1cc(NC(=O)c2ccc3c(c2)C(=O)N(Cc2cccnc2)C3=O)no1
    -2.8, -1.2, -12.2, -5.9, -10.6, -3.0, -2.9, 5.3, 3.0%
> CCOC(=O)C1CCN(CC(O)COc2ccc(C(C)(C)C)cc2)CC1 (centres undefined)
    15.9, -0.8, -0.6, 5.9, -0.9, -10.2, -2.9, -2.8, 5.0%
> Nc1nc(SCC(=O)OCc2ccccc2)[nH]c(=O)c1NC(=O)c1ccco1
    -5.8, 1.1, -3.4, 3.0, 7.8, -15.7, -1.6, 3.5, 4.0%
> CC(=O)Nc1ccc(C(=O)N2CCN(C(=O)c3ccco3)CC2)cc1
    -7.1, 0.4, -19.0, -6.3, -18.0, -1.7, -4.5, 2.7, 7.0%
> Cn1c(SCC(=O)Nc2ccc(N3CCOCC3)c(Cl)c2)nnc1-c1ccccc1
    -11.8, -0.7, -12.3, -2.4, -15.7, -5.6, -1.0, 3.8, 6.0%
> COc1ccc(-c2ocnc2C(=O)Nc2ccccc2N2CCCCC2)cc1
    1.4, 0.7, -2.8, -12.6, 1.8, 9.9, 0.7, -4.6, 6.0%
> Nc1nnnn1N=C1CCCCC1
    3.7, -0.5, 14.6, nt, -5.6, -13.4, -0.2, 0.6, 2.0%
> CC1Cc2cc(/C(O)=C3/C(=O)C(=O)N(CCN4CCOCC4)C3c3cccc(Cl)c3)ccc2O1 (centres undefined)
    6.0, 1.1, -4.9, -13.5, 1.0, 4.4, -1.9, 0.2, 9.0%
> Cc1cc(C)c2c(n1)nn1c(-n3ccnc3)cc(C)nc21
    17.9, 0.4, 59.2, -8.4, -19.2, 1.2, -0.3, -27.8, 11.0%
> CCOC(=O)Cn1c(=O)oc2cc(S(=O)(=O)N3CCC(N4CCCCC4)CC3)ccc21
    1.5, 0.3, -9.9, 2.4, -4.5, -12.3, -1.1, 3.6, 8.0%
> CCC(=O)Nc1cc(OC)c(NC(=O)c2ccccc2)cc1OC
    -4.3, 0.5, 0.9, -13.6, 5.6, -8.2, 1.0, 1.8, 3.0%
> CC(=O)[C@@H]1[C@@H]2C(=O)N(Cc3ccccc3)C(=O)[C@@H]2C2c3ccccc3C=CN21 (some centres undefined)
    8.6, -0.6, 1.8, 7.2, -10.3, -1.6, -2.4, -4.8, 2.0%
> C=C(C)CSc1nnc(CCNC(=O)OC(C)(C)C)o1
    -8.2, 0.7, 18.2, -1.6, -3.2, -8.2, 0.5, 4.9, 1.0%
> COc1cccc(C2CC(c3ccccc3Cl)n3ncnc3N2)c1 (centres undefined)
    -4.7, 0.6, 41.1, -7.4, 3.4, -11.7, -3.6, -6.5, 6.0%
> O=C(COc1ccc(S(=O)(=O)N2CCCC2)cc1Cl)Nc1ccc2c(c1)OCO2
    11.1, -1.4, -29.2, 14.6, -4.0, -8.7, 0.1, 5.1, 2.0%
> CCCCN=c1sc(C(=O)OC)cc(=O)n1CCCC
    0.2, -1.1, 10.1, -11.5, 3.5, -7.5, 0.5, 1.8, 5.0%
> CC(=O)c1ccc(N2CCN(C(=O)c3ccc(Br)cc3)CC2)c(F)c1
    3.2, -0.1, 12.2, -8.6, 3.8, -5.7, -1.3, 5.6, 9.0%
> COc1ccc(OC)c(NS(=O)(=O)c2ccc(N3CCCC3=O)cc2)c1
    47.6*, 0.0, 6.2, nt, -52.8, -24.8, -4.6, -2.5, 6.0%
> CNC(=O)CSc1nnc(-c2cc3c(C)nn(-c4ccccc4)c3s2)n1C
    -9.2, -1.0, -2.2, -8.9, -3.6, 3.6, 0.5, 3.7, 3.0%
> CC1(C)CC(CC(=O)Nc2ccccn2)C(=O)O1 (centres undefined)
    -10.1, -0.3, -14.6, -29.4, -11.1, -5.6, 0.4, 1.2, 6.0%
> Cc1nc2ccc(S(=O)(=O)NCC(=O)NCCN3CCCCC3C)cc2s1 (centres undefined)
    7.1, -0.6, -16.5, -11.9, -13.7, -6.0, -1.2, -0.1, 3.0%

Going on with the list:
Results follow in this order: HTR1E antagonist, HTR1E agonist, Ecoli tolC, 5-HT1A blocker, SF1 activator, RORa activator, 5HT1a ag, MMP13 inh, NADH enzymes
> CCOC(=O)c1cc2c(ccn2C)n1CC(=O)N1CCN(c2ccccc2)CC1
    -14.4, -0.5, -11.6, 3.9, -7.7, -19.2, -1.7, -2.7, 9.0%
> Cc1ccc(C)n1-c1ccc(C(=O)N2CCOCC2)cc1
    -13.2, 0.4, 5.2, -13.7, -2.1, -13.2, -3.9, 0.1, 3.0%
> O=C(CN1C(=O)COc2ccccc21)NCCC1=CCCCC1
    -2.3, -1.0, -20.4, 8.9, -0.6, 8.2, 0.7, -3.4, 2.0%
> CCS(=O)(=O)CCSc1nc(C)cc(C)c1C#N
    -3.0, 0.0, -2.8, -3.5, -0.4, -5.3, -1.1, 1.6, 2.0%
> Cc1nn2c(c1-c1ccccc1)N=C(c1ccco1)CC2c1ccccc1 (centres undefined)
    4.2, -0.6, 52.0, 22.2, 29.3, -2.2, -2.6, -0.1, 5.0%
> CCCc1cc(=O)[nH]c(/N=C(/NC(=O)c2ccccc2)Nc2ccc3c(c2)OCCO3)n1
    13.3, -0.3, 25.2, -8.5, 16.6, -28.8, -2.6, 7.5, 2.0%

Assay outcomes as filed in PubChem BioAssay.
